Screening data deposited in PubChem by Broad Institute.
miR122 inh: miR-122 Renilla sensor signal increase in Huh7, primary screen, miR-122 inhibitor project, cell-based, single point, plate reader; Huh7 miR-122 Renilla luciferase sensor, 48 h; neutral wells = 0, positive control = 100; activation (reporter increase), % at 12.5 µM; 340,000 compounds, 0.3% hits;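 active = mean replicate activation score at least 90 and every replicate individually at or above 90; inconclusive = only one of the two criteria met; inactive = neither criterion met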;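 also: higher luciferase means less miR-122 activity so hits act as miR-122 inhibitors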
GSIS activator: GLuc luminescence reporter in INS-1E cells, primary screen for activators of glucose-dependent secretion of insulin. INS-1E GLuc reporter insulin secretion, 2-3 h. activation, % at 16.6 µM. 370,000 compounds, 0.61% hits;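 active = lowest replicate activation of at least 40%, so every replicate reaches that level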;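 also: 0% = median of neutral control wells and 100% = median of IBMX positive control wells; some compounds called inactive have numbers as strong as hits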
F508del corr: F508del CFTR correction, initial screen, CFBE line, single point. CFBE cells, YFP halide quenching; stimulated with forskolin plus potentiator P3; % fluorescence drop versus neutral controls. activity (quench increase), % at 7.58 µM. 350,000 compounds, 0.36% hits;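 active = mean added fluorescence quench of at least 8% versus neutral control, with both replicates also reaching 8%; inconclusive = only one of the mean or replicate conditions met; inactive = mean below 8% and not both replicates reaching 8%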;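 also: cells transiently co-express mutant CFTR-F508del with the halide-sensitive YFP; corrector assay measuring rescue of mutant channel to the surface after 24 h compound exposure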
Statin myotox sup: suppressors of statin myotoxicity in C2C12 myotubes, primary screen, cell-based, single point, plate reader | C2C12 myotubes + simvastatin, ATP luminescence, 48 h; scaled: DMSO 0, geranylgeraniol control 100 | rescue of ATP level, % at 7.49 µM | 330,000 compounds, 0.78% hits;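 active = mean ATP rescue above about 67%, or every replicate alone reaching that limit, limit read from the data, passing the limit was not always enough; inconclusive = no clear call, values can overlap the other calls; inactive = mean under the limit and some replicate under it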;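 also: myotubes were challenged with 10 µM simvastatin during compound exposure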
Cneo AK release: Cryptococcus neoformans cell lysis inducers, primary screen, AK release luminescence, single concentration | 360,000 compounds, 0.2% hits | AID 651654, 2012 | lysis activity, % at 15 µM | C. neoformans lysis, adenylate kinase release luminescence, 4 h; normalised: neutral wells 0, clomiphene wells 100;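 active = mean lysis activity across replicates of at least 80%, whatever share of replicates individually reach that level; inactive = mean lysis activity below 80%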
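Assay system: C. neoformans cells. Amount: yeast cell density of 5 × 10^6 cells/mL. Technique: AK luminescence. Buffer or medium: YPD. Times: static 4 h at 37 °C with compound, 1 h detection. Dosing: single-point compound dose. Read-out: lysis from increased AK signal.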
PglD DTNB: C. jejuni PglD acetyltransferase inhibitors, primary screen, biochemical, DTNB colorimetric, single point. AID 602405, 2012. UDP-N-acetylbacillosamine N-acetyltransferase PglD (Campylobacter jejuni). 360,000 compounds, 0.098% hits. inhibition, % at 12.5 µM. purified PglD enzyme, DTNB colorimetric CoA detection; in the data active = inhibition above about 16%, passing the limit was not always enough; inconclusive = no clear call, values can overlap the other calls; also: strong numbers were not always called active
FN deposition inh: inhibitors of fibronectin matrix deposition, primary screen, AH1F cells, Alexa488-fibronectin fluorescence, plate reader; AH1F fibroblasts, overnight; inhibition, % at 12.6 µM; 350,000 compounds, 0.086% hits;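 active = mean inhibition across replicates of 30% or more, regardless of how many single replicates reach that level; inconclusive = mean under 30% yet at least half of replicates reach 30%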;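 also: positive control wells lacked labelled fibronectin entirely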
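Material: AH1F fibroblast monolayer depositing Alexa488-labelled fibronectin into matrix | Input: 10000 AH1F cells/well | Medium: DMEM plus 2% serum, read in PBS | Reagent: Alexa488-fibronectin, 24 nM final in well | Compound dosing: One dose per compound, pinned | Schedule: 1 h adhesion, overnight exposure | Measured by: Fluorescence at 485 nm excitation, 525 nm emission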
PGC1a acetyl inh: inhibitors of PGC1a acetylation signal, primary screen, cell-based, U2OS, AlphaScreen, inhibitor mode. AlphaScreen anti-acetyl-lysine; with virally co-expressed GCN5 acetyltransferase. 350,000 compounds, 0.17% hits. inhibition, % at 15.6 µM;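 active = every replicate shows inhibition of at least 40%; inconclusive = mean inhibition at least 40% but some replicate below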;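 also: 0% = neutral control wells and 100% = positive control wells; some results beyond the cut were filed as inactive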
Starred values were filed as active, the others as inactive; ? = inconclusive; nt = not tested or not shown; [ ] = remark or other dose.

SMILES	miR122 inh	GSIS activator	F508del corr	Statin myotox sup	Cneo AK release	PglD DTNB	FN deposition inh	PGC1a acetyl inh
C[C@@H]1CN([C@@H](C)CO)C(=O)Cc2cc(NC(=O)Nc3ccccc3)ccc2O[C@H]1CN(C)C(=O)Nc1ccc(C(F)(F)F)cc1	8[16.7 µM]	8	-2.3	6	-4	1	nt	5
O=C(O)c1ccccc1C(=O)O	-6	5	1.6	-3	-1	-4	nt	7
COc1ccc2c(c1)C(=O)C(=O)N2	1	10	nt	nt	2	1	-6	11
COc1ccc(CN2C(=O)CCC(C(=O)O)C2c2ccccc2)cc1 (stereo not drawn)	-9	-14	-3.3	-5	-1	-1	-3	-10
O=C(CN1C(=O)C(=O)N(Cc2ccco2)C1=O)Nc1ccccc1	-5	7	1.3	2	1	-3	1	10
CN(CC(=O)Nc1ccccc1[N+](=O)[O-])Cc1ccc(Br)cc1	-7	11	4.2	6	0	3	11	0
COc1cccc(/C=N/NC(=O)C(=O)NCc2cccnc2)c1O	7	6	nt	nt	-1	9	4	-2
CN1CCN(NC(=O)c2ccc(Cl)c(S(=O)(=O)Nc3ccc(Cl)cc3)c2)CC1	nt	-8	1.5	nt	nt	nt	-7	9
O=C(C1=C[C@@H](c2ccc(C(F)(F)F)cc2)C[C@@H](OCc2ccc(CO)cc2)O1)N1CCCCCCC1	nt	nt	3.2	nt	27	2	nt	1
Cc1cccc(NC(=O)CN2C(=O)CNC2=O)c1	5	nt	nt	nt	-2	6	nt	14
O=C(NC1CCCCC1)c1nc(C2CCNCC2)oc1-c1ccccc1	-3	7	-1.4	-3	-20	-6	-3	5
C[C@@H]1CCCCO[C@@H](CN(C)C(=O)CCCN(C)C)[C@@H](C)CN([C@@H](C)CO)C(=O)c2cc(NS(=O)(=O)c3ccc(F)cc3)ccc2O1	5[16.7 µM]	8	-0.9	nt	-2	0	-3	1
O=C(c1coc(=O)c2ccccc12)N1CCN(Cc2ccccc2)CC1	-1	nt	nt	10	2	4	5	7
COc1ccc(CN(C)C[C@@H]2OCCCC[C@H](C)Oc3ccc(NS(=O)(=O)c4ccc(C)cc4)cc3C(=O)N([C@H](C)CO)C[C@@H]2C)cc1	-4[16.7 µM]	-18	1.1	nt	10	4	nt	4
CO[C@@H]1CN(C)C(=O)c2ccc(NC(=O)C3CCOCC3)cc2OC[C@H](C)N(Cc2cccnc2)C[C@H]1C	nt	11	0.7	6	-1	2	-2	2
Cc1c(C(=O)/C=C/N(C)C)nnn1-c1ccc(Cl)cc1C#N	4	nt	-0.5	nt	0	1	-1	4
C[C@H](CO)N1C[C@H](C)[C@H](CN(C)CC2CC2)Oc2ccc(NS(=O)(=O)c3ccccc3)cc2C1=O	3[16.7 µM]	9	1.4	2	-59	-4	nt	nt
CC(=O)Nc1cc2nc(C)n(Cc3ccccc3)c2nc1C	nt	-5	-4.0	-4	0	-3	-8	1
CC(C)NC(=O)N(C)C[C@H]1Oc2c(NC(=O)NC3CCCCC3)cccc2C(=O)N([C@@H](C)CO)C[C@@H]1C	7[16.7 µM]	6	-1.3	-2	-1	-3	nt	8
O=C(CN1C(=O)NC2(CCCCCCC2)C1=O)NCc1ccccc1	0	8	0.6	0	0	-1	-1	-9
C/C=C/c1ccc([C@H]2[C@@H](CO)N3CCCCN(C(=O)NC4CCCC4)C[C@H]23)cc1	-13[16.7 µM]	-30	1.4	nt	-1	0	nt	9
C=CCn1c(=O)c2ccccc2n2c(SCc3cc(=O)n4ccsc4n3)nnc12	-2	13	nt	0	2	-2	nt	11
CCc1ccc(/C(C)=N/NC(=O)c2ccc(-n3cnnn3)cc2)cc1	4	4	0.7	-15	0	-2	-5	3
O=C(C1CCOCC1)N1CC(=O)N2[C@H](C1)[C@H](c1ccc(-c3cccnc3)cc1)[C@@H]2CO	nt	2	-1.4	nt	nt	nt	-12	1
C/C=C/c1ccc([C@@H]2[C@@H](CO)N(C(=O)NCCC)[C@H]2CNC(=O)C2CC2)cc1	14[16.7 µM]	-1	3.4	13	1	-5	nt	0
C/C=C/c1cccc(-c2nc(C(=O)NC3CCC3)cc3c2[C@@H](CCO)N(S(=O)C(C)(C)C)C3)c1 (stereo partly drawn)	-8	-2	-2.0	-12	7	4	-17	8
Cc1ccccc1NC(=O)Cn1nnc(-c2ccc(N3CCOCC3)cc2)n1	-3	nt	nt	-8	1	-5	6	7
COc1ccccc1CC(NC(C)=O)C(=O)NC1CCN(S(=O)(=O)c2ccc(NC(C)=O)cc2)CC1 (stereo not drawn)	2	9	-1.8	5	-2	4	2	25
Cc1noc(C)c1NC(=O)Nc1ccc2c(c1)C(=O)N([C@@H](C)CO)C[C@H](C)[C@@H](CN(C)S(=O)(=O)c1cccs1)OCCCC[C@@H](C)O2	9[16.7 µM]	-10	-2.7	-8	-3	-3	-7	nt
COCC(=O)Nc1ccc2c(c1)C(=O)N(C)C[C@H](OC)[C@@H](C)CN(C(=O)c1ccccc1)[C@H](C)CO2	nt	4	-3.3	-14	-1	-1	5	5
Nn1c(SCC(=O)Nc2ccc3c(c2)OCCO3)nnc(CCC(=O)O)c1=O	2	6	1.5	-1	-2	5	-6	8
Cc1ccc(S(=O)(=O)/N=C(/c2ccc(F)cc2)N(C)C)cc1	2	19	-1.5	-3	-1	-6	2	-1
CC(C)CC(=O)Nc1ccc([N+](=O)[O-])cc1Cl	nt	18	0.0	nt	nt	nt	-2	4
O=C(CSc1nnc(-c2ccccc2F)o1)Nc1ccc(N2CCOCC2)cc1	-1	2	1.2	7	-2	-1	-8	-8
O=C(CSc1nnc2ccc(-c3ccc(Br)cc3)nn12)NCC1CCCO1 (stereo not drawn)	2	16	5.4	-4	nt	nt	-2	10
COc1cc(C(=O)N(CCc2ccccc2)C2=CC3CCC(C2)N3C)cc(OC)c1OC (stereo not drawn)	0	nt	nt	91*	4	8	nt	-7
O=C(N/N=C1\CCCc2ccccc21)c1ccccc1[N+](=O)[O-]	-4	23	nt	1	3	-9	4	5
CCOc1ccc(CN(C)CC(=O)NCc2ccccc2)cc1	-5	11	-1.0	16	nt	nt	-2	-4
CCN(C(=O)COC(=O)Cc1c(F)cccc1Cl)c1c(N)n(Cc2ccccc2)c(=O)[nH]c1=O	-10	14	-4.5	-7	2	-3	6	-3
Cn1cccc1C(=O)NC(=O)COC(=O)CCNS(=O)(=O)c1cccc(C(F)(F)F)c1	-3	-11	-7.9	0	-1	2	0	5
Cn1nnnc1Sc1ncnc2scc(-c3ccccc3)c12	-2	45*	nt	nt	0	-2	13	-6
CC(=O)Nc1ccc(-c2csc(Nc3ccccn3)n2)cc1	-9	-4	-0.8	-14	-5	11	-3	-5
CNC[C@@H]1OCCCC[C@H](C)Oc2ccc(NS(=O)(=O)c3cccs3)cc2C(=O)N([C@H](C)CO)C[C@@H]1C	6[16.7 µM]	2	0.3	nt	54	6	-1	?
O=C(c1ccc(F)cc1F)N1CCN(c2n[nH]c(=O)[nH]c2=O)CC1	-8	8	1.8	-3	-4	0	-1	-10
COc1ccc(S(=O)(=O)Nc2ccc3c(c2)C(=O)N([C@H](C)CO)C[C@H](C)[C@@H](CN(C)C(=O)Cc2ccccc2)OCCCC[C@@H](C)O3)cc1	16[16.7 µM]	1	-2.6	nt	-1	0	nt	-5
Cc1noc(C)c1S(=O)(=O)Nc1ccc2c(c1)C(=O)N([C@@H](C)CO)C[C@@H](C)[C@@H](CN(C)C(=O)C1CCCCC1)OCCCC[C@@H](C)O2	-11[16.7 µM]	-12	2.9	nt	5	-2	nt	-15
Cn1cc(CN2CCCC(CO)(Cc3ccccc3)C2)cn1 (stereo not drawn)	-2	-1	-1.3	2	-4	-3	-26	5
OCC[C@@H]1C[C@H](O)[C@@H](O)[C@@]2(Cc3ccccc3CO2)O1	1	6	-2.5	-4	-1	-4	2	-3
O=C(COc1ccc(F)cc1)OCCN1CCOCC1	0	nt	nt	nt	1	2	-3	15
CC(C)NC(=O)Nc1ccc2c(c1)C(=O)N([C@@H](C)CO)C[C@H](C)[C@H](CN(C)S(=O)(=O)c1ccc(F)cc1)OCCCC[C@H](C)O2	0[16.7 µM]	-13	0.4	nt	-1	1	nt	-18
Other records follow.
SMILES	miR122 inh	GSIS activator	F508del corr	Statin myotox sup	Cneo AK release	PglD DTNB	FN deposition inh	PGC1a acetyl inh
CC(C)CCNC(=O)C(c1ccncc1)N(Cc1cccs1)C(=O)Cn1nnc(-c2ccc(F)cc2)n1 (stereo not drawn)	-7	nt	nt	2	0	-1	-2	-2
CC(C)CC#Cc1ccc2c(c1)O[C@H](CN(C)Cc1ccccc1F)[C@@H](C)CN([C@H](C)CO)S2(=O)=O	81[16.7 µM]	-19	-4.3	-113	3	2	3	2
CNC(=O)C(NC(=O)c1ccccc1)=C(C)C	-1	-2	-0.9	?	1	0	-7	-8
CCc1nnc(NC(=O)CSc2ccc(-c3ccccc3OC)nn2)s1	nt	1	-2.4	nt	nt	nt	2	-5
Cc1noc(C)c1S(=O)(=O)Nc1ccc2c(c1)C(=O)N([C@@H](C)CO)C[C@@H](C)[C@@H](CN(C)C(=O)c1ccncc1)OCCCC[C@@H](C)O2	8[16.7 µM]	1	-1.8	nt	-2	0	nt	12

Laid out differently: results already given
Cc1noc(C)c1S(=O)(=O)Nc1ccc2c(c1)C(=O)N([C@@H](C)CO)C[C@@H](C)[C@@H](CN(C)C(=O)c1ccncc1)OCCCC[C@@H](C)O2
  miR122 inh: 8[16.7 µM]	GSIS activator: 1	F508del corr: -1.8	Statin myotox sup: nt	Cneo AK release: -2	PglD DTNB: 0	FN deposition inh: nt	PGC1a acetyl inh: 12
CNC(=O)C(NC(=O)c1ccccc1)=C(C)C
  miR122 inh: -1	GSIS activator: -2	F508del corr: -0.9	Statin myotox sup: ?	Cneo AK release: 1	PglD DTNB: 0	FN deposition inh: -7	PGC1a acetyl inh: -8
CCc1nnc(NC(=O)CSc2ccc(-c3ccccc3OC)nn2)s1
  miR122 inh: nt	GSIS activator: 1	F508del corr: -2.4	Statin myotox sup: nt	Cneo AK release: nt	PglD DTNB: nt	FN deposition inh: 2	PGC1a acetyl inh: -5

An excerpt from above, showing only FN deposition inh, miR122 inh and F508del corr:
canonical_smiles | FN deposition inh | miR122 inh | F508del corr
CCc1nnc(NC(=O)CSc2ccc(-c3ccccc3OC)nn2)s1 | 2 | nt | -2.4
CC(C)CCNC(=O)C(c1ccncc1)N(Cc1cccs1)C(=O)Cn1nnc(-c2ccc(F)cc2)n1 (stereo not drawn) | -2 | -7 | nt
